MITF inh: MITF inhibitors, primary screen, biochemical, AlphaScreen, human | hit rate 0.91% among 650,000 | AlphaScreen MITF homodimerization, bead proximity signal | inhibition, % at 2.6 µM | Microphthalmia-associated transcription factor (Homo sapiens), O75030; in the data active = inhibition above about 50%;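 note: 0% = vehicle wells with protein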
Target sequence (O75030 whole entry, looked up): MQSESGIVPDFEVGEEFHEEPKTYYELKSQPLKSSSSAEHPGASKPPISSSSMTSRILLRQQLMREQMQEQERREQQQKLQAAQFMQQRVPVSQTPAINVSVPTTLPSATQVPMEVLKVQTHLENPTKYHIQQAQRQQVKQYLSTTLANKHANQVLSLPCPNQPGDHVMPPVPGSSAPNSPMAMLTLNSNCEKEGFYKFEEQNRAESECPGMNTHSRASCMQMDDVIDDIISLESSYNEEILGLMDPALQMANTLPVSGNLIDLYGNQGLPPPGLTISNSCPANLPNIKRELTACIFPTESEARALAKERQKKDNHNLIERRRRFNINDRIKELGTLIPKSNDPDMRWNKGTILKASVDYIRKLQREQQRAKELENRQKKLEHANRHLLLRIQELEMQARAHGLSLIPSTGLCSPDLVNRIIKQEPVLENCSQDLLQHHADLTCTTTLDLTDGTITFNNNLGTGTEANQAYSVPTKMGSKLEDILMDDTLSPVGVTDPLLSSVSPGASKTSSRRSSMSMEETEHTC
GPR151 ag: activators of human GPR151, primary screen, cell-based, PathHunter beta-arrestin, luminescence; G-protein coupled receptor 151 (Homo sapiens), Q8TDV0; PathHunter beta-arrestin GPR151 cells; activation, % at 11.2 µM; hit rate 1% among 650,000; AID 1508602, 2020; in the data active = activation above about 4.9%;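 note: 0% = median of compound wells and 100% = cells with positive control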
Target sequence (Q8TDV0 whole entry, looked up): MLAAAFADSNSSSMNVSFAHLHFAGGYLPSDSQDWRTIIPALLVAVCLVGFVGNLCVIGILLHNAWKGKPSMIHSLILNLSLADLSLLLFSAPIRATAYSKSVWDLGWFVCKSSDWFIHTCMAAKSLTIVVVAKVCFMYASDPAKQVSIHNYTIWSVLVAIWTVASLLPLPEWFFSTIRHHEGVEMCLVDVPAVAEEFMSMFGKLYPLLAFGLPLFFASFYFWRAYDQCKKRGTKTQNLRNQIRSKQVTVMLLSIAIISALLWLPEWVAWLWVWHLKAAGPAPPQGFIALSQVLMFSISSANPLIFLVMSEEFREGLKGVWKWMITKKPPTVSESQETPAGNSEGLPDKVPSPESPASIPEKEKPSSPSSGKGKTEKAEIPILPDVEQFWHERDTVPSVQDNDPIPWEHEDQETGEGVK
FBW7 activator: FBW7 E3 ligase activators, primary screen, biochemical, AlphaScreen, human; F-box/WD repeat-containing protein 7 (Homo sapiens), Q969H0; AlphaScreen FBW7–phospho-cyclin E peptide binding, activator screen; normalized activity (activation), % at 26.1 µM; hit rate 0.13% among 650,000; AID 1259310, 2017; in the data active = normalized activity above about 1.9%;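 note: purified mutant Fbw7 with reduced substrate affinity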
TEAD-YAP block: TEAD-YAP interaction inhibition, primary screen, TEAD-YAP interaction inhibitor project, luminescence, HEK-TIYL cells. hit rate 1.4% among 640,000. TEAD-Gal4/YAP UAS-luciferase luminescence. inhibition, % at 9.12 µM; in the data active = inhibition above about 32%;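 note: 0% = median of test compound wells and 100% = reference inhibitor wells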
An asterisk follows results filed as active. Compounds as they come; overall some 3.5% were active at least once.

SMILES | MITF inh | GPR151 ag | FBW7 activator | TEAD-YAP block
COc1ccc(C2Oc3ccc(C)cc3C3=C2C(c2cccs2)n2ncnc2N3)cc1OC (centres undefined) | -5 | -2.4 | -0.1 | 1
Oc1c(C(Nc2ccccn2)c2ccc3c(c2)OCO3)ccc2cccnc12 (centres undefined) | 22 | 0.0 | -1.1 | 87*
CN1CCN(c2nc3ccc(OC(=O)CN4C(=O)c5ccccc5C4=O)cc3s2)CC1 | -2 | 0.0 | 0.0 | -24
CCCCSc1nnc2n(-c3cccc(OC)c3)c(=O)c3c(n12)-c1ccccc1CC31CCCCC1 | -6 | -0.5 | -0.2 | -1
Cc1cc(S(=O)(=O)N2CCCC2)ccc1OCC(=O)NCc1ccccc1 | 11 | 0.5 | -0.9 | 14
Cc1cccc(COc2ccc3c(-c4ccccc4)cc(=O)oc3c2)c1 | 10 | 0.8 | 0.0 | 8
COC(CNC(=O)CNC(=S)N(Cc1ccccc1)Cc1cccnc1)OC | 4 | -0.3 | -0.1 | 13
CN1C(=O)C(O)=C(c2ccccc2)S1(=O)=O | -19 | -0.8 | -0.1 | 6
Cc1ccc(Nc2cn[nH]c(=O)n2)cc1 | -7 | -0.9 | 0.0 | 7
O=C1NC(=S)S/C1=C\c1ccc(SCc2ccco2)o1 | 58* | -0.8 | -1.5 | 18
O=C(CSc1nc2ccccc2n1S(=O)(=O)c1cccc([N+](=O)[O-])c1)NCc1cccs1 | 11 | -0.4 | 0.8 | -8
COc1ccc(C)cc1S(=O)(=O)Nc1ccc(C(F)(F)F)cc1 | -2 | 2.5 | 0.1 | -3
CN1CCN(CCCNC(=O)c2ccc3c(c2)NC(=O)C2CCCN32)CC1 (centres undefined) | 12 | -1.2 | 0.6 | -6
Cc1ccc(CN2CCC3(CC2)CC3C(=O)NCCn2ccnc2)s1 (centres undefined) | -9 | 1.2 | 0.2 | 0
Cc1ccc(Oc2ccc(N(C)C(=O)Nc3cccc(F)c3C)cc2)nn1 | 11 | 1.0 | 0.1 | 30
C[C@@H]1CN(Cc2ccc3c(c2)CN(C(=O)CSc2ccncc2)CCO3)C[C@H](C)O1 | 14 | 1.2 | 0.0 | 0
COc1ccc(C)cc1NC(=O)N1CCC(CN2CCCCCC2)CC1 | 14 | -0.4 | 0.9 | 14
O=C1CN(S(=O)(=O)c2cc(Cl)sc2Cl)CC(=O)N1CCc1ccccc1 | 4 | -0.5 | 0.0 | 0
COc1ccccc1NC(=O)CSc1n[nH]c(-c2ccco2)n1 | 13 | -0.6 | -0.1 | 7
Fc1cc(-c2nc(Oc3cccnc3)ncc2F)cc(N2CCOCC2)c1 | 0 | -1.2 | -0.1 | -3
COC(=O)c1ccc(C(=O)Nc2sc3c(c2C(N)=O)CCN(Cc2ccccc2)C3)cc1 | 17 | -1.2 | 0.2 | 11
COc1ccc(NC(=O)CS(=O)CC(=O)Nc2ccccc2-c2ccccc2)cc1 (centres undefined) | 14 | 3.9 | 0.2 | -6
C/C(=N\O)C(C)(C)Nc1ccc(Br)cc1 | 1 | -0.3 | 0.8 | 2
Cc1cc(Br)ccc1NC(=O)c1sc2ncnc(N3CCN(c4ccccc4)CC3)c2c1C | 13 | 0.0 | 1.6 | -4
CCn1c(COc2ccc(Cl)cc2)nnc1SCCN1CCCC1 | 18 | -0.4 | -0.1 | 5
CN(CCNC(=O)NCc1noc2ccccc12)Cc1ccccc1 | 0 | -0.2 | -0.1 | 6
OCCC1CN(Cc2cn[nH]c2-c2ccccc2)CCN1Cc1ccc(F)cc1 (centres undefined) | 11 | -0.6 | 0.1 | 2
CCC(C)NC(=O)NC1CC(=O)N(c2ccc3c(c2)OCCO3)C1 (centres undefined) | 4 | -0.6 | 0.9 | 9
Cc1nc2c3ccccc3nc(N3CC(C)CC(C)C3)n2n1 (centres undefined) | 8 | 0.0 | 0.2 | 6
CC1=C(C(=O)OC2CCCC2)C(c2cccc(F)c2)C2=C(CC(C)(C)CC2=O)N1 (centres undefined) | -9 | -0.3 | 0.1 | 1
Cn1c2c(c(=O)[nH]c1=O)C(c1ccccc1)C1=C(N2)c2ccccc2C1=O (centres undefined) | 1 | -0.5 | 0.0 | -8
Cc1ccc(/C=C/C(=O)OCC(=O)N(C)CC(=O)Nc2ccccc2Cl)o1 | 10 | -0.5 | 0.1 | 5
COc1cccc(/C=N/NC(=O)c2n[nH]c3c2CCCC3)c1 | 8 | -2.0 | -0.1 | 26
O=C(NCCCN1CCCC1=O)c1ccc(OCc2ccccc2)cc1 | 1 | 0.6 | -0.1 | 10
COC(=O)C1=C(C)NC(=O)/C1=C\c1cc(C)n(-c2cc(Cl)ccc2C)c1C | 39 | 0.1 | 0.2 | 1
Cc1c(C(=O)C(=O)N2CCCC2)c2ccccc2n1C | -2 | -2.0 | 0.3 | 2
Cc1ccc(C2CC(C(F)(F)F)n3nc(C(=O)N4CCN(c5cccc(Cl)c5)CC4)cc3N2)cc1 (centres undefined) | 9 | 0.4 | 0.0 | -8
CN(C)CCN(C)Cc1ccc(-c2ccccc2)cc1 | 52* | -1.3 | -0.1 | 5
CCOc1ccc(-n2nc(C(=O)N3CCC(C)CC3)c3ccccc3c2=O)cc1 | -4 | 0.1 | -0.2 | -3
COc1cc(C(=O)NCCC(=O)NC2CCCc3ccccc32)cc(OC)c1OC (centres undefined) | 11 | -1.8 | 1.0 | -2
CC(C)C(NS(C)(=O)=O)c1nnc2n1CCN(C/C=C/c1ccco1)CC2 (centres undefined) | 8 | -1.0 | 0.3 | 1
Cc1ccc(/C=C2/N=C3CCCCCN3C2=O)cc1 | 12 | 0.8 | 0.1 | -82
O=CN/N=C/c1ccc(Cl)c([N+](=O)[O-])c1 | 7 | 0.8 | 0.1 | 13
O=CNC1(c2nnnn2-c2cccc(Cl)c2)CCCCC1 | -1 | -1.2 | -0.1 | -3
CCSCCOC(=O)C1=C(C)NC2=C(C(=O)CC(c3ccccc3)C2)C1c1ccc([N+](=O)[O-])cc1 (centres undefined) | 8 | 1.1 | 0.2 | 6
Cn1ccnc1C(=O)Nc1ccc(Cl)cc1Br | -8 | 1.2 | -0.1 | 1
Cc1nc2c(C)cccc2c(Cl)c1CCC(=O)O | -8 | -0.5 | -0.1 | -7
Cc1nn(CCO)c(N)c1C1(O)C(=O)N(Cc2ccccc2Cl)c2ccccc21 (centres undefined) | 5 | 0.7 | -0.2 | 3

A run of entries from further up, for reference:
SMILES | MITF inh | GPR151 ag | FBW7 activator | TEAD-YAP block
COC(=O)C1=C(C)NC(=O)/C1=C\c1cc(C)n(-c2cc(Cl)ccc2C)c1C | 39 | 0.1 | 0.2 | 1
Cc1c(C(=O)C(=O)N2CCCC2)c2ccccc2n1C | -2 | -2.0 | 0.3 | 2
Cc1ccc(C2CC(C(F)(F)F)n3nc(C(=O)N4CCN(c5cccc(Cl)c5)CC4)cc3N2)cc1 (centres undefined) | 9 | 0.4 | 0.0 | -8
CN(C)CCN(C)Cc1ccc(-c2ccccc2)cc1 | 52* | -1.3 | -0.1 | 5
CCOc1ccc(-n2nc(C(=O)N3CCC(C)CC3)c3ccccc3c2=O)cc1 | -4 | 0.1 | -0.2 | -3
COc1cc(C(=O)NCCC(=O)NC2CCCc3ccccc32)cc(OC)c1OC (centres undefined) | 11 | -1.8 | 1.0 | -2
CC(C)C(NS(C)(=O)=O)c1nnc2n1CCN(C/C=C/c1ccco1)CC2 (centres undefined) | 8 | -1.0 | 0.3 | 1
Cc1ccc(/C=C2/N=C3CCCCCN3C2=O)cc1 | 12 | 0.8 | 0.1 | -82
O=CN/N=C/c1ccc(Cl)c([N+](=O)[O-])c1 | 7 | 0.8 | 0.1 | 13
O=CNC1(c2nnnn2-c2cccc(Cl)c2)CCCCC1 | -1 | -1.2 | -0.1 | -3
CCSCCOC(=O)C1=C(C)NC2=C(C(=O)CC(c3ccccc3)C2)C1c1ccc([N+](=O)[O-])cc1 (centres undefined) | 8 | 1.1 | 0.2 | 6
Cn1ccnc1C(=O)Nc1ccc(Cl)cc1Br | -8 | 1.2 | -0.1 | 1
Cc1nc2c(C)cccc2c(Cl)c1CCC(=O)O | -8 | -0.5 | -0.1 | -7
Cc1nn(CCO)c(N)c1C1(O)C(=O)N(Cc2ccccc2Cl)c2ccccc21 (centres undefined) | 5 | 0.7 | -0.2 | 3

Next structures:
SMILES | MITF inh | GPR151 ag | FBW7 activator | TEAD-YAP block
Cc1c(NC(=O)CN2CCOCC2)c(=O)n(-c2ccccc2)n1C | 10 | -0.2 | 0.0 | -1
COCc1c(C(=O)N/N=C(\C)c2cc(C)c(C)cc2C)nnn1-c1nonc1N | -2 | 1.2 | 0.1 | 2
COc1cc(NC(=O)Nc2ccc(Cl)c(Cl)c2)cc(OC)c1 | -10 | 1.4 | -0.2 | -8
O=C(CSc1n[nH]c(-c2ccccc2)n1)Nc1ccc(F)cc1 | 11 | -2.7 | 0.8 | 2
O=C(NCc1nnc(SCC(=O)N2CCc3ccccc32)n1-c1ccc([N+](=O)[O-])cc1)c1cccs1 | -2 | -1.4 | -0.1 | 5
CC1CCCCN1C(=S)NC(=O)c1ccco1 (centres undefined) | 19 | -0.3 | 0.1 | 2
Cc1ccc2c(c1)CN(CC(=O)NCCc1cnn(C)c1)CC(c1ccsc1)O2 (centres undefined) | 10 | -0.3 | 0.1 | -2
CSc1cccc2sc(N(CCN(C)C)C(=O)c3cccc(F)c3)nc12 | -8 | 1.1 | -0.1 | 6
CC(C)OC(=O)c1nnn(-c2nonc2N)c1CN1CCCCC1 | 5 | 0.9 | 0.3 | 9
O=[N+]([O-])c1ccc2nc(N3CCCCC3)sc2c1 | 10 | -1.4 | 0.1 | -56
N#CC1=C(SCC(=O)Nc2ccc(Cl)c(Cl)c2)NC(=O)CC1c1ccccc1 (centres undefined) | -9 | -1.9 | -0.2 | 66*
COc1cccc(N2CCN(C(=O)Cn3ncc4c3-c3ccccc3OC4)CC2)c1 | 12 | -0.3 | 0.5 | 10
Cc1nnc(SCc2nc3ccccc3[nH]2)n1C | 74* | 0.4 | 0.1 | 5
C[C@@H]1NC(=O)[C@@H]2C[C@H](NC(=O)c3ccc(F)cc3)CN2C1=O | 5 | -0.7 | 0.8 | -22
CC(=O)c1c(OC(=O)c2ccccc2Cl)ccc2c(C)cc(=O)oc12 | 14 | 1.8 | 0.3 | 3
COC(=O)c1c(-c2ccc3ccccc3c2)csc1N | 10 | 2.0 | 0.0 | 8
CCOc1ccc2cc3c(N)c(C(=O)N4CCOCC4)sc3nc2c1 | 6 | -0.7 | 0.0 | -73
COCCOC(=O)C1=C(N)OC2=C(C(=O)CC(C)(C)C2)C1c1ccccc1 (centres undefined) | 5 | -0.1 | 0.0 | 3
Cc1ccnc(NC(=O)c2c(O)c3c([nH]c2=O)CCCC3)c1 | 10 | -3.2 | 0.0 | -33
Cc1ccc(N(C)C(=O)NCc2noc3ccccc23)cc1C | 9 | -1.4 | 0.7 | -14
CCc1ccc(C(=O)Nn2c(-c3ccc(Cl)cc3)nc3ccccc3c2=O)cc1 | -8 | 1.9 | -0.1 | 1
CCc1ccccc1NC(=O)C1Cc2ccccc2CN1S(C)(=O)=O (centres undefined) | -10 | -0.2 | -0.2 | -17
Cc1nc2ncccn2c1-c1csc(Nc2ccc(Cl)cc2)n1 | -2 | -1.1 | -0.1 | 54*
CCOC(=O)N1CCC(N2CCCC(CNC(=O)c3n[nH]c4ccccc34)C2)CC1 (centres undefined) | 18 | 3.1 | 0.3 | 6
COc1ccc(/C=C/C(=O)NC(=S)Nc2ccc(C(C)=O)cc2)cc1OC | 5 | -0.3 | -0.2 | -15
Cc1nc2c(C(=O)NC3CCCCC3C)cnn2c(C)c1Cc1ccccc1 (centres undefined) | 4 | 0.8 | -0.1 | -15
O=C(CSc1nc2ccc(Nc3nc(N4CCCCC4)nc(N4CCCCC4)n3)cc2s1)Nc1ccc(F)cc1 | -12 | -1.6 | -0.1 | -8
O=C(NCc1cccnc1)c1csc(Nc2ccc(C(F)(F)F)cc2)n1 | 4 | 2.0 | 0.0 | -7
N#CC1(c2nc3ccccc3[nH]2)Cc2cc([N+](=O)[O-])ccc2N2CCCC21 (centres undefined) | 10 | 2.7 | 0.1 | 9
CCCCC(=O)Nc1ccc(C(=O)O)cc1NC(=O)CCCC | 4 | -0.9 | 0.0 | 3
COC(=O)c1ccccc1N/C=C(\C#N)c1nc(-c2ccc3c(c2)OCO3)cs1 | 4 | -0.7 | -0.2 | -1
CCOc1c(CC)cnc2c1c(=O)n(CC(=O)NC(C)C)c(=O)n2C | 6 | -1.0 | 0.5 | 2
C[C@H]1C(=O)N2CCN(Cc3ccccc3F)C[C@@H]2C(=O)N1C | 16 | -1.5 | 0.3 | -1
O=[N+]([O-])c1ccccc1S(=O)(=O)N1CCN(CC2CC=CCC2)CC1 (centres undefined) | 31 | 0.5 | -0.2 | 2
Cc1cc(C)c(C(=O)CC2(O)C(=O)N(Cc3ccccc3)c3ccccc32)c(C)c1 (centres undefined) | -2 | 0.1 | -0.3 | -4
O=C(NCCn1ccc2ccccc21)c1cccc(F)c1 | -7 | 2.0 | -0.1 | -40
COc1cc(Nc2nc(Nc3ccncn3)ncc2C)cc(OC)c1OC | 21 | 2.3 | -0.1 | -19
COc1ccc(C2(CNC(=O)NC3CC3)CCCC2)cc1 | 1 | 1.5 | -0.2 | 3
